Source: PubChem BioAssay (National Center for Advancing Translational Sciences (NCATS))
IL1B secr inh: blocks inflammasome-driven IL-1 beta release; activity change, % at 57.5 µM; actives 4.7% (n = 360,000); THP-1 LPS/ATP IL-1B secretion, AlphaLISA, 16 h; active compounds read low; in the data active = activity change below about -50%; inconclusive = mostly about -30% to -49%; note: % is set by controls: 0 for no effect and ±100 for the full control effect
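Secreted IL-1B measured by AlphaLISA bead assay after 16 h compound exposure of THP-1 cells; compounds (final up to 57.5 uM) added 1 h before LPS (250 ng/mL) and ATP (1.25 mM) stimulation; lower signal means less secretion.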
MCF10A rerep: induces DNA re-replication in MCF 10a normal breast cells; MCF 10A DNA re-replication, Hoechst nuclear intensity, 48 h; Potency, µM (series often up to 46.1 µM), without a hit: at the top dose activity, positive = re-replication, hits mostly activators; actives 2.9% (n = 350,000); note: potency is the fitted concentration of half-maximal effect; % of control where 0% means no effect; nearly all actives have a fitted effect of over 50% in size
HT1080 IDH1KD tx: HT-1080 IDH1 knockdown cell toxicity (counter line); AID 686971; actives 2% (n = 360,000); HT-1080 IDH1 knockdown viability, ATP luminescence, 48 h; Potency, µM (top dose mostly 46.1 µM), without a hit: top-dose activity, negative = toxicity, hits mostly cytotoxic;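 note: potency is the fitted concentration of half-maximal effect; 0% = DMSO wells and -100% = cell-free medium wells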
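In this qHTS, HT-1080 cells depleted of IDH1 are exposed for 48 h at 37 °C to compound titrations. Toxicity is scored from CellTiter-Glo luminescence, with DMSO as full viability and medium alone as none.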
WRN helicase inh: blocks human WRN helicase; Q14191; WRN helicase unwinding, fluorescent forked duplex, kinetic; Potency, µM (highest dose often 114 µM), for inactives: top-dose activity change, negative = inhibition, actives largely listed as inhibitors; actives 0.46% (n = 360,000); AID 651768; note: potency is the fitted concentration of half-maximal effect; % is set by controls: 0 for no effect and ±100 for the full control effect; nearly all actives have a fitted effect of over 55% in size
Target sequence (Q14191 whole entry, looked up): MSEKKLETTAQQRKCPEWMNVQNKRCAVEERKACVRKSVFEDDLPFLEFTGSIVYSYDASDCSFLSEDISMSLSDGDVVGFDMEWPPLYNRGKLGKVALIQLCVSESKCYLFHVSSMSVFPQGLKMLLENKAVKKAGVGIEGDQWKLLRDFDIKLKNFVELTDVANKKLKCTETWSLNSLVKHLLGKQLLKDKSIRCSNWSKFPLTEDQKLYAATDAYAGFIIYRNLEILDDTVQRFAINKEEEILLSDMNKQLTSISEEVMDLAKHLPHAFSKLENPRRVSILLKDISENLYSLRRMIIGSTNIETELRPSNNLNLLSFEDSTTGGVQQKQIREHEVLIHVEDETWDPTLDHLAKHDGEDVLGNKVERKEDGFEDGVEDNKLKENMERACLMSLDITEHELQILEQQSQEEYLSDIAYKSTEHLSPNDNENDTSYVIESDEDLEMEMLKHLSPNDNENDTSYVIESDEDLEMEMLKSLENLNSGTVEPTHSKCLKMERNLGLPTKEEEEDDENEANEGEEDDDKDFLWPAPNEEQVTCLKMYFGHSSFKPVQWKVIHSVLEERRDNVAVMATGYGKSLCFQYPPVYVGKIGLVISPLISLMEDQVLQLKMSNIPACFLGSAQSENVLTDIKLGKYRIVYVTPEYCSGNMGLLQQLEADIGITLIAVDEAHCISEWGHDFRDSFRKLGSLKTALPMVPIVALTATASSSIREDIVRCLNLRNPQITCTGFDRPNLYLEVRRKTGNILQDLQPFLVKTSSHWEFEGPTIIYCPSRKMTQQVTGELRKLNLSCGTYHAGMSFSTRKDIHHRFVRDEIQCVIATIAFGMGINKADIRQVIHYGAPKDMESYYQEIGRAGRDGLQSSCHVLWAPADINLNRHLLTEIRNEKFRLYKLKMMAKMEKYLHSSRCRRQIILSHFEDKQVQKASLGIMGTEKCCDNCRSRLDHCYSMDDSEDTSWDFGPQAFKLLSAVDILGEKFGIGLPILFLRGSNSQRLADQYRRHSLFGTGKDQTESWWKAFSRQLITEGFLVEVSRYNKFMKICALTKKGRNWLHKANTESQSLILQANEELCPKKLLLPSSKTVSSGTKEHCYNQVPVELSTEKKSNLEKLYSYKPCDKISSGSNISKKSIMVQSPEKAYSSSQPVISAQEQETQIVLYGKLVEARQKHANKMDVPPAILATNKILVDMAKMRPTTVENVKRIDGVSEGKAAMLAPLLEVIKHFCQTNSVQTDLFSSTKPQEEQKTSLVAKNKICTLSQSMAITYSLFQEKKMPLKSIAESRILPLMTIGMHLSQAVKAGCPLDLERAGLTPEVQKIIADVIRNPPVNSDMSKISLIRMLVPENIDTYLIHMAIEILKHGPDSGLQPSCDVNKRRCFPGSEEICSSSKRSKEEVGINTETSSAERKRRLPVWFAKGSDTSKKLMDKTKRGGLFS
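Primary qHTS, 1536-well format. 20 nM WRN + compound, 15 min RT; start with 100 nM forked fluorophore/quencher duplex, 2 mM ATP (final); kinetic read ex 525/em 598 nm.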
ATXN2 expr inh: ATXN2 expression inhibition. HEK-293 ATXN2-luciferase reporter, luminescence, 24 h. Potency, µM (doses to about 57 µM), for the others: at the top dose activity change, negative = inhibition, hits mostly inhibitors. actives 0.72% (n = 360,000); note: potency is the fitted concentration of half-maximal effect; % is set by controls: 0 for no effect and ±100 for the full control effect; nearly all actives have a fitted effect of over 55% in size
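ATXN2-luciferase reporter cells (luciferase flanked by upstream and downstream ATXN2 gene portions) were treated 24 h at 37 °C with compounds at up to 57 uM. SteadyGlo luminescence gave expression; GF-AFC fluorescence gave viability.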
KB-V1 MDR tox: kills drug-selected multidrug resistant KB-V1 cells | KB-V1 MDR cells viability, CellTiter-Glo, 72 h | Potency, µM (top dose mostly 46.1 µM), for inactives: at the top dose activity change, negative = cytotoxicity, usual class: cytotoxic | actives 3.4% (n = 400,000) | AID 1347076; note: potency is the fitted concentration of half-maximal effect; % is set by controls: 0 for no effect and ±100 for the full control effect; nearly all actives have a fitted effect of over 60% in size
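Cytotoxicity toward P-gp-expressing KB-V1 cells was determined as loss of CellTiter-Glo luminescence after 72 h at 37 degrees C. Compounds were tested in quantitative HTS format across a concentration range, with curves fitted to normalized data.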
KB-3-1 tox: KB-3-1 parental cell cytotoxicity | KB-3-1 viability, CellTiter-Glo ATP luminescence, 72 h | Potency, µM (doses to about 46.1 µM), without a hit: at the top dose activity change, negative = cytotoxic, usual class: cytotoxic | actives 1.4% (n = 400,000); note: potency is the fitted concentration of half-maximal effect; % is set by controls: 0 for no effect and ±100 for the full control effect; nearly all actives have a fitted effect of over 60% in size
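Here the drug-naive KB-3-1 line serves as comparator for MDR sub-line selectivity; cells received compound titrations, 72 h at 37 °C, then CellTiter-Glo readout.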
HT1080-NT tox: kills 2HG-producing HT-1080-NT fibrosarcoma cells; HT-1080-NT fibrosarcoma viability, CellTiter-Glo ATP luminescence, 48 h; actives 1.6% (n = 360,000); AID 686970; Potency, µM (doses to about 46.1 µM), for inactives: top-dose activity, negative = less viability, hits mostly cytotoxic;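 note: NT is the 2HG producing partner of a matched IDH1 knockdown line; potency is the fitted concentration of half-maximal effect; 0% = DMSO-treated cells and -100% = media-only wells without cells; nearly all actives have a fitted effect of over 55% in size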
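Fibrosarcoma NT cells, 750 per well in 5% FBS RPMI, were exposed to compound for 48 hours. Viability: CellTiter-Glo luminescence.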
SW480 rerep: induces DNA re-replication in SW480 colon adenocarcinoma cells. AID 624297. SW480 DNA re-replication, Hoechst DNA content imaging, 48 h. Potency, µM (series often up to 46.1 µM), without a hit: at the highest dose re-replication activation, usual class: activators. actives 1.8% (n = 340,000); note: potency is the fitted concentration of half-maximal effect; % of control where 0% means no effect; nearly all actives have a fitted effect of over 55% in size
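Image-based DNA-content assay: after two days of treatment, nuclei were labelled with the DNA dye Hoechst and imaged, and hits were compounds raising the count of nuclei showing high fluorescence intensity.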
* = called active by the depositor; u = inconclusive; x = not tested or not shown; [ ] = another dose, or the depositor's remark. Unless noted, calls come from the whole dose curve; as a rule, active = well fitted curve in the direction sought with a large enough effect; inconclusive = small, poorly fitted or top-dose-only effect, or another doubt; inactive = no such curve, though single readings can be large; an effect the other way counts as inactive or inconclusive.

item | Compound | IL1B secr inh | MCF10A rerep | HT1080 IDH1KD tx | WRN helicase inh | ATXN2 expr inh
1 | CCn1c(CNC(=O)c2ccco2)nnc1SCC(=O)Nc1cc(C)c(C)cc1Br | -6 | 16% | 2% | 12% | -6%
2 | Cc1cc(NC(=O)c2ccc(C#N)cc2)n(-c2ccccc2)n1 | 17 | 2% | -5% | 7% | 3%
3 | CC(NC(=O)C1CCN(S(=O)(=O)c2cc([N+](=O)[O-])ccc2Cl)CC1)c1ccccc1 (stereo unspecified) | -17 | -5% | -1% | 7% | -1%
4 | CCCOc1ccc(F)cc1-c1cc(C(=O)Nc2ccc(OC)cc2C)[nH]n1 | -26 | x | -11% | -5% | -17%
5 | O=C(Nc1ccccc1)C1(c2ccccc2)CC1(Cl)Cl (stereo unspecified) | -3 | u | 0% | 1% | -3%
6 | CCOc1ccc(COC(=O)C2CC(=O)N(CCc3ccccc3)C2)cc1OC (stereo unspecified) | -4 | -1% | 0% | -2% | x
7 | Cc1ccc(S(=O)(=O)N2[C@@H](c3ccccc3)C(C(=O)O)=CC[C@H]2c2ccc(C(C)C)cc2)cc1 | 21 | 4% | 0% | 5% | 2%
8 | COC(=O)c1cc(NC(=O)Nc2cc(OC)ccc2OC)cc(C(=O)OC)c1 | 0 | 0% | -1% | -10% | x
9 | CCOc1ccc(CN(C(=O)c2cc3ccccc3oc2=O)C2CCS(=O)(=O)C2)cc1 (stereo unspecified) | -10 | -4% | 14% | -21% | 51%[activator]
10 | N#Cc1c(-c2ccc(Br)cc2)nc2n(c1=O)CCCS2 | -7 | 7% | -1% | -15% | 3%
11 | CC(C)CN(C(=O)c1ccc(=O)n(C)n1)c1nc2ccccc2s1 | 0 | 8% | 13% | -6% | 58%[activator]
12 | COc1cc(NC(=S)N2CCOCC2)c(OC)cc1Cl | 0 | 2% | 9% | 1% | x

item | KB-V1 MDR tox | KB-3-1 tox | HT1080-NT tox | SW480 rerep
1 | u | 12% | 2% | -16%
2 | 0% | 17% | -2% | -14%
3 | -18% | 0% | 8% | 0%
4 | 5% | 0% | 6% | x
5 | u | -7% | -6% | 5%
6 | 16% | -1% | 10% | -11%
7 | u | 4% | -9% | -9%
8 | 8% | -2% | 2% | -19%
9 | -7% | 9% | 22% | -4%[9.22 µM]
10 | 5% | 2% | 12% | -5%
11 | 0% | 19% | 14% | 1%
12 | 21% | 3% | 1% | -25%

Among those listed so far, these have four or more nitrogen atoms.
item | Compound | IL1B secr inh | MCF10A rerep | HT1080 IDH1KD tx | WRN helicase inh | ATXN2 expr inh
1 | CCn1c(CNC(=O)c2ccco2)nnc1SCC(=O)Nc1cc(C)c(C)cc1Br | -6 | 16% | 2% | 12% | -6%
2 | Cc1cc(NC(=O)c2ccc(C#N)cc2)n(-c2ccccc2)n1 | 17 | 2% | -5% | 7% | 3%
11 | CC(C)CN(C(=O)c1ccc(=O)n(C)n1)c1nc2ccccc2s1 | 0 | 8% | 13% | -6% | 58%[activator]

item | KB-V1 MDR tox | KB-3-1 tox | HT1080-NT tox | SW480 rerep
1 | u | 12% | 2% | -16%
2 | 0% | 17% | -2% | -14%
11 | 0% | 19% | 14% | 1%

Carrying on.
item | Compound | IL1B secr inh | MCF10A rerep | HT1080 IDH1KD tx | WRN helicase inh | ATXN2 expr inh
13 | Cc1ccc(C(=O)NCC(=O)Nc2ccc3c(c2)CCC3)cc1C | 79 | u | -10% | 1% | -9%
14 | COc1ccc(CN2C(=O)CN(S(C)(=O)=O)CC2(C)C(=O)Nc2ccc3c(c2)OCCO3)cc1OC (stereo unspecified) | -10 | x | 3% | 5% | x
15 | Cc1cc2nc(CCN(C(=S)NCC(C)C)C3CCCC3)[nH]c2cc1C | -66* | 3% | u | -9% | u
16 | Cc1noc(NS(=O)(=O)c2ccc(N/C=C\C(=O)c3ccc(Br)cc3)cc2)c1C | 44 | u | 2% | -24% | x
17 | COc1cccc(/C=N/NC(=O)CNC(=O)C2COc3ccccc3O2)c1O (stereo unspecified) | 195 | 9% | u | 6% | 8.9µM*
18 | CS(=O)(=O)n1nc(-c2ccc(Cl)cc2)nc1SCc1ccccc1 | -28 | u | u | -4% | -33%
19 | O=C(c1cc(C(=O)N2CCN(c3ccc(F)cc3)CC2)cc([N+](=O)[O-])c1)N1CCN(c2ccc(F)cc2)CC1 | -18 | 19% | u | 5% | -30%
20 | Cn1c(=O)c2c(nc(N/N=C/c3cccnc3)n2Cc2ccc(F)cc2)n(C)c1=O | 38 | 7% | 13% | 8% | 5%
21 | Cn1cc([N+](=O)[O-])c(C(=O)Nc2nc(-c3ccc(Cl)cc3)cs2)n1 | -120* | 5.2µM* | 3.3µM* | -12% | 3%
22 | O=C1Nc2ccccc2Nc2ncccc21 | 1 | 20% | 9% | 5% | 5%
23 | O=C1CN(C(=O)/C=C/c2cc(Br)ccc2F)CCN1 | -10 | 0% | -1% | -17% | 2%
24 | CCOc1ccc(N2CC(C(=O)Nc3nnc(C4CCCCC4)s3)CC2=O)cc1 (stereo unspecified) | 19 | 0% | 13% | u | -16%

item | KB-V1 MDR tox | KB-3-1 tox | HT1080-NT tox | SW480 rerep
13 | 2% | 1% | -8% | -89%[inhibitor]
14 | 1% | 4% | -4% | x
15 | 16µM* | -13% | u | -2%
16 | 3% | 2% | -11% | -12%
17 | 7% | u | u | u
18 | u | -2% | u | 29%
19 | u | u | -22% | 0%
20 | 5% | 22% | 13% | -10%
21 | 13µM* | 6.5µM* | 2.9µM* | 5.8µM*
22 | 17% | 12% | 18% | 0%
23 | 4% | -1% | 9% | -8%
24 | -12% | 14% | 16% | -1%

Remaining list, next part:
item | Compound | IL1B secr inh | MCF10A rerep | HT1080 IDH1KD tx | WRN helicase inh | ATXN2 expr inh
25 | O=c1c2ccccc2nc(CSc2nnnn2-c2ccccc2)n1-c1ccccc1 | 44 | 0% | -2% | -7% | u
26 | O=C(CNC(=O)c1cccc(Cl)c1)NCC(c1cccs1)N1CCOCC1 (stereo unspecified) | -3 | -2% | -1% | 0% | -4%
27 | COc1ccccc1CCNC(=O)CCn1c(=O)oc2ccccc21 | -12 | 0% | 3% | -4% | 13%
28 | COc1ccc(C(=O)N2CCC(O)(c3ccc(F)cc3)CC2)cc1OC | 0 | -3% | 0% | 1% | -3%
29 | O=C1CCCC2=C1C(c1ccc(Cl)cc1)C1C(=O)c3ccccc3C1=N2 (stereo unspecified) | -55* | 13µM* | u | 8% | u
30 | CCOc1ccccc1NC(=O)C1CCCN(S(=O)(=O)c2ccccc2)C1 (stereo unspecified) | -9 | 5% | -2% | 5% | -22%
31 | CN(Cc1cnccn1)Cc1c(C(=O)N2CCc3ccccc3C2)nc2ccc(Cl)cn12 | -11 | -3% | 5% | 2% | x
32 | COc1ccc(CNC(=O)c2ccc(CS(=O)(=O)Cc3ccccc3F)o2)cc1 | 2 | 0% | 6% | -2% | x
33 | C=CCN1CCN(C(c2ccccc2)c2nnnn2CCC(C)C)CC1 (stereo unspecified) | -1 | -27% | u | u | -2%
34 | COc1ccc(C(=O)N/N=C/c2c[nH]c3ccccc23)cc1 | -5 | 2% | 1% | -13% | 39%[activator]
35 | COCCCn1c(=S)[nH]c2ccc(N3CCOCC3)cc2c1=O | 3 | u | -3% | 0% | 17%
36 | COc1ccccc1OCC(=O)OCC(=O)Nc1sccc1C(N)=O | 0 | 5% | -4% | -16%[57.1 µM] | 0%

item | KB-V1 MDR tox | KB-3-1 tox | HT1080-NT tox | SW480 rerep
25 | -11% | -18% | -6% | -1%
26 | -12% | 0% | 1%[9.24 µM] | -15%
27 | -1% | 8% | 11% | -7%
28 | 24% | 14% | -5% | -4%
29 | -21% | -1% | u | 15µM*
30 | -12% | -18% | -2% | -2%
31 | 17% | -5% | 0% | 7%
32 | u | -3% | 0% | -26%
33 | -25% | u | -2% | u
34 | 17% | -2% | 0% | u
35 | 12% | 20% | 1% | -11%
36 | 0% | -8% | -1% | 18%

Continued.
item | Compound | IL1B secr inh | MCF10A rerep | HT1080 IDH1KD tx | WRN helicase inh | ATXN2 expr inh
37 | Nc1[nH]c(C(=O)c2ccccc2)c(-c2ccc(Br)cc2)c1C(=O)NC1CC1 | 12 | x | 3% | -9% | 0%
38 | COc1ccc(CN2C(=O)C(CC(=O)NCCN3CCOCC3)CC(C(=O)N(C(C)C)C(C)C)=C2C)cc1 (stereo unspecified) | 16 | x | 5% | 6% | 15%
39 | NS(=O)(=O)c1ccc(NC(=O)COC(=O)C23CC4CC(CC(C4)C2)C3)cc1 | -13 | 0% | -5% | -5% | -7%
40 | CC12CCC(C(=O)NCc3ccc4c(c3)OCO4)(OC1=O)C2(C)C (stereo unspecified) | -3 | 3% | 10% | -7% | -9%
41 | CNC(=O)CSc1nnnn1-c1ccc(C)cc1C | 14 | -3% | 14% | -4% | -7%
42 | CCCSc1nnc(N2C(=O)C(O)=C(C(=O)c3ccco3)C2c2ccccc2F)s1 (stereo unspecified) | 0 | 3% | 4% | -7% | x
43 | NC(=O)CC(NC(=O)OCc1ccccc1)C(=O)O (stereo unspecified) | 24 | 3% | 10% | -13%[57.1 µM] | 3%
44 | COCOc1ccc(-c2ncc(OC)nc2NC(=O)c2ccsc2)cc1 | 13 | x | 14% | 16%[57.1 µM] | -5%

item | KB-V1 MDR tox | KB-3-1 tox | HT1080-NT tox | SW480 rerep
37 | -35% | 6% | 1% | x
38 | -20% | 23% | 2% | x
39 | 2% | 4% | -1% | 4%
40 | 3% | 7% | 10% | 3%
41 | 7% | 2% | 16% | -5%
42 | u | -54% | -4% | 23%
43 | -4% | 6% | 12% | -7%
44 | u | -4% | 4% | x
